A-T KAP1 phos – potential ataxia-telangiectasia treatment. […] A-T fibroblasts, KAP-1 phosphorylation AlphaLISA; neocarzinostatin DNA damage 30 min before lysis. Potency, µM (top dose mostly 57.5 µM), without a hit: at the top dose activation, actives largely listed as activators. hit rate 0.19% among 320,000. AID 485349; further: potency means the concentration at half of the fitted maximal effect; % of control where 0% means no effect; nearly all actives have a fitted effect of over 45% in size
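hTERT-immortalized A-T patient fibroblasts ([…]), 500 cells/well in OPTI-MEM, 1% FBS, got compounds for 60 min, then NCS for 30 min at 37C. Lysates were then assayed for phospho-KAP-1 by AlphaLISA (anti-pKAP1 donor, anti-KAP1 acceptor beads), 6 hr at 25C.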
Integrin act MD – activators of alpha7 integrin expression for muscular dystrophy; alpha7betagal myoblasts, beta-gal FDG fluorescence, 48 h; Potency, µM (series often up to 38.3 µM), inactives show top-dose activation, most hits filed as activators; hit rate 0.064% among 350,000;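 further: potency means the concentration at half of the fitted maximal effect; 100% = response of the positive control SU9516; nearly all actives have a fitted effect of over 60% in size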
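alpha7betagal+/- myoblasts (passage 13, 250/well) treated 48 h at 37C with compounds at 1:260 dilution of DMSO stock. Lysed, then beta-galactosidase activity read as FDG fluorescence (ex 480/em 540) after 30 min, with pre-read for autofluorescence.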
CXXC DNA block – MLL CXXC-DNA interaction inhibition. hit rate 0.037% among 290,000. MLL-CXXC / FITC-HOXA9 DNA fluorescence polarization. AID 2662. Q03164. Potency, µM (series often up to 115 µM), inactives show at the highest dose activity change, negative = inhibition, actives largely listed as inhibitors; active means well fitted inhibition curve with a large enough effect in the polarisation, with a control signal flat, not every such curve was filed as active; inconclusive means small, poorly fitted or top-dose-only effect, or effect the other way, or a change in a side signal; inactive means no such curve, though single readings can be large or run the other way; the % refers to the polarisation; further: potency means the concentration at half of the fitted maximal effect
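Steps: dispense CXXC domain solution (7 uM) → pin compounds or unlabeled HOX-A9 DNA control → 5 min ambient → add FLSN-HOX-A9 solution (50 nM) → spin → 30 min ambient → fluorescence polarization. Tris pH 7.5/NaCl/DTT/BSA buffer.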
MBNL1-CUG inh – blocks human MBNL1 binding to CUG repeat RNA; Q9NR56; TR-FRET MBNL1-His/biotin-(CUG)12 binding, 665/545 ratio; Potency, µM (top dose mostly 57.5 µM), inactives show at the top dose activity change, negative = inhibition, actives largely listed as inhibitors; hit rate 0.036% among 280,000; active means well fitted inhibition curve with a large enough effect in the signal ratio, with a control signal flat, not every such curve was filed as active; inconclusive means small, poorly fitted or top-dose-only effect, or effect the other way, or a change in a side signal; inactive means no such curve, though single readings can be large or run the other way; the % refers to the signal ratio; further: potency means the concentration at half of the fitted maximal effect; on the % scale 0 is the no-effect control and ±100 the full control effect
Target sequence (Q9NR56 whole entry, looked up): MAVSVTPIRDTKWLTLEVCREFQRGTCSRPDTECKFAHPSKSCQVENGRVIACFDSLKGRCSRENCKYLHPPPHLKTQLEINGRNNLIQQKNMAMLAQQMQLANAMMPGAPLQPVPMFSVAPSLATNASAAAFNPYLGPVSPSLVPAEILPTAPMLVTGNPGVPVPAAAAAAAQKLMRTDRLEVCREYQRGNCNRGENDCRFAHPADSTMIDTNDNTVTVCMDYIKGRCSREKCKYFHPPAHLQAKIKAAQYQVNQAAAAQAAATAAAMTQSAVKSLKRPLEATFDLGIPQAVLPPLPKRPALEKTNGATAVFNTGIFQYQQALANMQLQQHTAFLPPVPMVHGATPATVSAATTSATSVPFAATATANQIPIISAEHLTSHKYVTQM
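Compound titration spanned 92 nM–58 uM against the MBNL1-His/biotin-(CUG)12 complex. After 60 min at room temperature with 5 nM streptavidin-XL665 and 0.055 ng/ul terbium anti-His, ratiometric 665/545 nm emission (Ex 340 nm) normalized to controls.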
KCNH2 3.1 inh – KCNH2 3.1 (human) potassium channel inhibition. U2OS KCNH2 3.1, thallium flux FluxOr; stronger effect = lower value. activity change, % (tested at about 1.8 µM). hit rate 0.95% among 340,000. AID 720553;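 active means maximum activity change below -70%; inconclusive means maximum activity change from -70% to -50%; inactive means maximum activity change above -50%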;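 further: thallium influx rate constant from kinetic fluorescence after stimulation buffer; on the % scale 0 is the no-effect control and ±100 the full control effect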
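Normalized rate constant (relative to positive and negative DMSO controls) derived from a 2 min kinetic fluorescence read after stimulation; U2OS cells expressing the 3.1 isoform via virus at 1.77 x 10^8 /mL.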
KCNH2 WT inh – blocks the wildtype human KCNH2 potassium channel | U2OS, BacMam KCNH2, thallium flux FluxOr; stronger effect = lower value | activity change, % at 1.84 µM | hit rate 0.37% among 340,000 | AID 720551;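 active means maximum activity change below -70%; inconclusive means maximum activity change between -70% and -50%; inactive means maximum activity change above -50%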; further: on the % scale 0 is the no-effect control and ±100 the full control effect
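U2OS cells transduced with wild-type KCNH2 virus are loaded with FluxOr dye for 45 min, and thallium flux is measured in kinetic reads before and after stimulation buffer. Rate constants are normalized to DMSO controls.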
GALK inhibitor – inhibitors of human galactokinase; AID 1868; P51570; hit rate 0.007% among 270,000; Purified GALK, Kinase-Glo residual ATP luminescence; Potency, µM (doses to about 57.5 µM), for the others: at the top dose activity change, negative = inhibition, actives largely listed as inhibitors; further: potency means the concentration at half of the fitted maximal effect; on the % scale 0 is the no-effect control and ±100 the full control effect
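Human GALK (5 nM) with 35 uM ATP and 100 uM galactose in 20 mM HEPES pH 8.0, 5 mM MgCl2, 60 mM NaCl, 1 mM DTT, 0.01% BSA. After 1 h at room temperature, leftover ATP was read by Kinase-Glo Plus luminescence.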
Coupling enz – inhibits coupling enzyme system, counter-screen for aldolase hits; coupling enzyme system counterscreen, AmpLite Red fluorescence; activity change, negative = inhibition, % at 58.2 µM, hits read low; hit rate 0.67% among 290,000; in the data active means activity change below about -30%; further: on the % scale 0 is the no-effect control and ±100 the full control effect
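Activity here indicates interference with the coupling reaction, not aldolase inhibition. Compounds at 57.5 uM final met coupling enzymes for 10 min at RT; substrate and AmpLite Red detection followed, with a 525/598 nm fluorescence read after 20 min.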
ASM inhibitor – human S-ASM enzyme inhibition; P17405; placental ASM, HMU-PC fluorogenic substrate, 60 min; Potency, µM (doses to about 57.5 µM), inactives show at the top dose activity change, negative = inhibition, actives largely listed as inhibitors; hit rate 0.006% among 340,000; AID 504937; further: potency means the concentration at half of the fitted maximal effect
Target sequence (P17405 47-631 limits assumed): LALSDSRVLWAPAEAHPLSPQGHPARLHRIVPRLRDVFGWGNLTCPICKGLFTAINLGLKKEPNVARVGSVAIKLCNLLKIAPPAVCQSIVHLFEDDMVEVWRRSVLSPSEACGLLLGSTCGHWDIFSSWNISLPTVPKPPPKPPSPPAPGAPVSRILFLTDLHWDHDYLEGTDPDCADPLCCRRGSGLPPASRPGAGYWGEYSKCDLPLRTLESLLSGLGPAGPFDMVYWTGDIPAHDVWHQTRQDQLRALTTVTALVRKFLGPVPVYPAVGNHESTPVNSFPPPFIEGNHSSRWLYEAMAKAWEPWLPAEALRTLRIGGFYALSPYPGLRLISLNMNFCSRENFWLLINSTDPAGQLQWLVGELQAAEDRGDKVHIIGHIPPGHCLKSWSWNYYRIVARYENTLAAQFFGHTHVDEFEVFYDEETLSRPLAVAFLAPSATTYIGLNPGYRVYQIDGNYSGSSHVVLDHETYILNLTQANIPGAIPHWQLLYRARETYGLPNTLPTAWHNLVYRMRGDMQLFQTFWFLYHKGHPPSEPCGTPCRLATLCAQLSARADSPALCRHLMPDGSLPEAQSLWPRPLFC
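Steps: dispense placental human ASM, pin compound, wait 10 min at room temperature, add HMU-PC0 substrate at 9 uM final, incubate 60 min at 37 °C, add stop solution raising pH to 10, read fluorescence.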
TRPV1 agonist – activates the human vanilloid receptor TRPV1; Q8NER1; hit rate 0.19% among 320,000; AID 540275; activation, % at 8.33 µM; TRPV1-expressing cells, Fluo-8 calcium influx, agonist mode; in the data active means activation above about 80%; inconclusive means between about 30% and that limit; further: 0% is about no effect
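Fluo-8 calcium influx in TRPV1-expressing cells, kinetic read (ex 480/em 520 nm). Compound added and read 3 min for agonist activity, followed by capsaicin at EC20 final and 2 min further read for enhancement.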
* = called active by the depositor; [ ] = another dose, or the depositor's remark. Unless noted, the call rests on the fitted dose curve; in most records, active means well fitted curve in the direction sought with a large enough effect; inconclusive means small, poorly fitted or top-dose-only effect, or another doubt; inactive means no such curve, though single readings can be large; an effect the other way counts as inactive or inconclusive.

What do the screens show for `Cc1ccc(Nc2ncc3c(=O)[nH][nH]c(=O)c3n2)cc1`?
Integrin act MD: 0.0%; KCNH2 3.1 inh: 16.4; KCNH2 WT inh: 0.5; ASM inhibitor: 6.0%

Results for O=C(Nc1ccc(O)cc1)N1CCOCC1 ?
A-T KAP1 phos: -8.9%; Integrin act MD: -16.0%; CXXC DNA block: 18.8%; MBNL1-CUG inh: 1.7%; KCNH2 3.1 inh: -0.9; KCNH2 WT inh: 3.3; GALK inhibitor: 2.4%; Coupling enz: -0.2; ASM inhibitor: 1.3%; TRPV1 agonist: -3.2

How did NC(=O)C1CCN(CC(=O)Nc2ccccc2C(=O)NC2CC2)CC1 do in these assays?
A-T KAP1 phos: 8.2%; Integrin act MD: 0.0%; KCNH2 3.1 inh: -22.9; KCNH2 WT inh: -2.4; ASM inhibitor: -0.9%; TRPV1 agonist: -1.1

How did CCn1cc(/C=N\NC(=O)c2csc3ccccc23)c(C)n1 do in these assays?
A-T KAP1 phos: 3.7%; Integrin act MD: 5.3%; CXXC DNA block: -0.6%; MBNL1-CUG inh: -14.8%; KCNH2 3.1 inh: -5.7; KCNH2 WT inh: -1.8; GALK inhibitor: -0.1%; Coupling enz: -5.5; ASM inhibitor: -2.0%; TRPV1 agonist: -2.5

Results for COc1ccc(CCNC(=O)COC(=O)/C=C/c2ccc(OC)cc2OC)cc1 ?
A-T KAP1 phos: -13.0%; Integrin act MD: 12.6%; KCNH2 3.1 inh: -6.8; KCNH2 WT inh: -17.4; ASM inhibitor: -4.7%

How did O=C(NCc1cccnc1)c1cc([N+](=O)[O-])ccc1N1CCOCC1 do in these assays?
A-T KAP1 phos: -2.4%; Integrin act MD: -3.5%; CXXC DNA block: 28.5%; MBNL1-CUG inh: inconclusive; KCNH2 3.1 inh: -0.6; KCNH2 WT inh: 1.3; GALK inhibitor: 1.5%; Coupling enz: 1.1; ASM inhibitor: -2.9%; TRPV1 agonist: 3.1

How did O=C(NCCc1ccc(Cl)cc1)Nc1ccc(Cl)cc1 do in these assays?
A-T KAP1 phos: 1.0%; Integrin act MD: -31.8%; CXXC DNA block: 15.9%; MBNL1-CUG inh: -0.6%; KCNH2 3.1 inh: -12.9; KCNH2 WT inh: 8.0; GALK inhibitor: 5.5%; Coupling enz: -2.3; ASM inhibitor: -3.0%; TRPV1 agonist: inconclusive

How did O=C(NCc1ccco1)c1ccc(C(=O)NCc2ccco2)cc1 do in these assays?
Integrin act MD: -2.8%; KCNH2 3.1 inh: -0.3; KCNH2 WT inh: -21.8; ASM inhibitor: 4.3%

How did CC(CNCC1CCCO1)COc1cccc2ccccc12 (stereo not drawn) do in these assays?
A-T KAP1 phos: -8.5%; Integrin act MD: -45.3%[inhibitor]; CXXC DNA block: 4.0%; MBNL1-CUG inh: -1.8%; KCNH2 3.1 inh: -16.2; KCNH2 WT inh: 33.1; GALK inhibitor: 0.8%; Coupling enz: -7.4; ASM inhibitor: 0.4%; TRPV1 agonist: 11.0

Results for CC(Sc1nnc(COc2ccc(Cl)cc2)o1)C(=O)Nc1ccc(N2CCOCC2)cc1 (stereo not drawn) ?
A-T KAP1 phos: -0.8%; Integrin act MD: 24.6%; KCNH2 3.1 inh: 5.9; KCNH2 WT inh: -0.4; TRPV1 agonist: 12.3

How did CCC(C(=O)Nc1ccc(N2CCOCC2)c(S(=O)(=O)Nc2ccccc2OC)c1)c1ccccc1 (stereo not drawn) do in these assays?
A-T KAP1 phos: 4.5%; Integrin act MD: 7.8%; KCNH2 3.1 inh: -47.0; KCNH2 WT inh: 1.1; ASM inhibitor: -5.3%

Results for Cc1oc2ccc(O)cc2c1C(=O)c1ccc(Cl)cc1 ?
A-T KAP1 phos: 1.8%; Integrin act MD: 4.6%; CXXC DNA block: 3.0%; MBNL1-CUG inh: 0.2%; KCNH2 3.1 inh: -11.3; KCNH2 WT inh: 0.0; GALK inhibitor: 0.4%; Coupling enz: -7.5; ASM inhibitor: -6.9%; TRPV1 agonist: 1.6

Results for O=C(NCCOc1ccccc1)C1CCC(=O)N(CCCN2CCCC2=O)C1 (stereo not drawn) ?
A-T KAP1 phos: 2.6%; Integrin act MD: 11.7%; CXXC DNA block: -4.0%; MBNL1-CUG inh: -0.2%; KCNH2 3.1 inh: 14.0; KCNH2 WT inh: -13.5; GALK inhibitor: -2.5%; ASM inhibitor: 3.2%; TRPV1 agonist: 0.0

Results for CCC1=NN(C(=O)CCc2ccccc2)C(O)(C(F)(F)F)C1 (stereo not drawn) ?
A-T KAP1 phos: 11.7%; Integrin act MD: 2.9%; CXXC DNA block: -6.2%; MBNL1-CUG inh: -5.8%; KCNH2 3.1 inh: 2.4; KCNH2 WT inh: -0.3; GALK inhibitor: 2.1%; Coupling enz: 3.7; ASM inhibitor: -1.8%; TRPV1 agonist: 1.2

Results for Cc1oc2c(C)c3oc(=O)c(CCC(=O)NCCN4CCOCC4)c(C)c3cc2c1C ?
A-T KAP1 phos: -6.2%; Integrin act MD: 11.7%; CXXC DNA block: -8.7%; MBNL1-CUG inh: -5.4%; KCNH2 3.1 inh: -1.1; KCNH2 WT inh: 0.8; Coupling enz: 1.2; ASM inhibitor: 28.5%; TRPV1 agonist: 3.2

What do the screens show for `COc1cccc(NC(=O)CN(C)C(=O)c2cccc(S(=O)(=O)Nc3ccccc3OC)c2)c1`?
A-T KAP1 phos: 1.9%; Integrin act MD: -9.6%; KCNH2 3.1 inh: 1.5; KCNH2 WT inh: -11.5; ASM inhibitor: -2.7%; TRPV1 agonist: -2.7

Results for COc1ccc(C)cc1NS(=O)(=O)c1cccc2nonc12 ?
A-T KAP1 phos: -8.3%; Integrin act MD: -5.4%; CXXC DNA block: -2.5%; MBNL1-CUG inh: inconclusive; KCNH2 3.1 inh: 2.6; KCNH2 WT inh: -3.6; GALK inhibitor: -1.1%; Coupling enz: -3.6; ASM inhibitor: 5.5%; TRPV1 agonist: 0.8

What do the screens show for `COc1ccc(C2C3=C(CC(C)(C)CC3=O)Oc3ncn4nc(-c5cccnc5)nc4c32)cc1` (stereo not drawn)?
Integrin act MD: 9.4%; KCNH2 3.1 inh: -2.1; KCNH2 WT inh: -13.7; ASM inhibitor: -0.1%

What do the screens show for `CC(NC(=O)c1c(O)c2ccccc2[nH]c1=O)c1ccccc1` (stereo not drawn)?
A-T KAP1 phos: 4.5%; Integrin act MD: 20.1%; CXXC DNA block: 32.2%[activator]; MBNL1-CUG inh: -1.1%; KCNH2 3.1 inh: 9.1; KCNH2 WT inh: -9.2; GALK inhibitor: 1.9%; Coupling enz: 0.0; ASM inhibitor: -1.0%; TRPV1 agonist: -1.8

How did O=C(Nc1ccc(Cl)c(S(=O)(=O)N2CCOCC2)c1)[C@@H]1CCCN1C(=O)c1cccs1 do in these assays?
A-T KAP1 phos: -5.2%; Integrin act MD: 13.5%; KCNH2 3.1 inh: -2.9; KCNH2 WT inh: -2.2; ASM inhibitor: 0.5%; TRPV1 agonist: 1.4

What do the screens show for `NC(=O)C1CCN(CC(=O)Nc2cc(Cl)ccc2Oc2ccccc2)CC1`?
A-T KAP1 phos: -6.6%; Integrin act MD: -26.6%; CXXC DNA block: -16.9%; MBNL1-CUG inh: -6.3%; KCNH2 3.1 inh: -4.6; KCNH2 WT inh: 20.2; GALK inhibitor: -7.5%; Coupling enz: 2.7; ASM inhibitor: 0.6%; TRPV1 agonist: 22.9

Results for CC(=O)N1CCCc2cc(S(=O)(=O)N3CCCC(C(=O)Nc4cccc(F)c4)C3)ccc21 (stereo not drawn) ?
A-T KAP1 phos: 4.0%; Integrin act MD: -16.2%; CXXC DNA block: 6.8%; MBNL1-CUG inh: -1.8%; KCNH2 3.1 inh: 15.0; KCNH2 WT inh: 22.6; GALK inhibitor: -1.8%; Coupling enz: 0.5; ASM inhibitor: -2.7%; TRPV1 agonist: -0.8

Results for COc1ccc(NC(=O)COC(=O)Cc2cccs2)cc1OC ?
A-T KAP1 phos: 4.8%; Integrin act MD: 22.5%; KCNH2 3.1 inh: 4.4; KCNH2 WT inh: 27.7; ASM inhibitor: -0.7%; TRPV1 agonist: -0.1

What do the screens show for `Nn1c(Cc2cccc3ccccc23)nnc1SCC(=O)NC1CCS(=O)(=O)C1` (stereo not drawn)?
A-T KAP1 phos: 4.4%; Integrin act MD: 0.6%; CXXC DNA block: 6.2%; MBNL1-CUG inh: 1.6%; KCNH2 3.1 inh: 17.5; KCNH2 WT inh: 2.6; GALK inhibitor: -2.6%; Coupling enz: -1.8; ASM inhibitor: 3.5%; TRPV1 agonist: 0.6

Screens as filed in PubChem.
